# Screening data: PubChem BioAssay, The Scripps Research Institute Molecular Screening Center
# M1 ag parental = counter-screen for M1 agonists: effect in parental CHO-K1 cells; Fluo-8 calcium fluorescence; scaled to maximal ATP response, vehicle zero; activation, % at 3 µM; hit rate 0.48% among 360,000; AID 602248; in the data active = activation above about 15%;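 also: untransfected CHO-K1 host cells lacking M1 receptor as counterscreen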
# M1 PAM parental = nonselective activator or artifact in parental CHO-K1 calcium assay. activation, % at 3 µM. ATP EC20, Fluo-8 calcium fluorescence; 0% at ATP EC20, 100% at ATP max. AID 602247. hit rate 0.02% among 360,000;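 active = activation above the run cutoff, the mean activation of all test compounds plus 3 SD, cut at about 40% in these data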;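 also: peak over basal fluorescence ratio in a 140 s read after ATP addition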
# M1 antag = antagonists of human M1 muscarinic receptor; CHO-K1 hM1, Fluo-8 calcium fluorescence, ACh EC80 antagonist; P11229; inhibition, % at 3 µM; hit rate 1.3% among 360,000;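 active = percent inhibition above its own plate's cutoff, namely the mean of that plate's compound wells plus 3 SD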;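 also: peak over basal fluorescence ratio during 140 s after agonist addition; 0% = ACh EC80 plus DMSO and 100% = DMSO alone without agonist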
# Target sequence (P11229 whole entry, looked up): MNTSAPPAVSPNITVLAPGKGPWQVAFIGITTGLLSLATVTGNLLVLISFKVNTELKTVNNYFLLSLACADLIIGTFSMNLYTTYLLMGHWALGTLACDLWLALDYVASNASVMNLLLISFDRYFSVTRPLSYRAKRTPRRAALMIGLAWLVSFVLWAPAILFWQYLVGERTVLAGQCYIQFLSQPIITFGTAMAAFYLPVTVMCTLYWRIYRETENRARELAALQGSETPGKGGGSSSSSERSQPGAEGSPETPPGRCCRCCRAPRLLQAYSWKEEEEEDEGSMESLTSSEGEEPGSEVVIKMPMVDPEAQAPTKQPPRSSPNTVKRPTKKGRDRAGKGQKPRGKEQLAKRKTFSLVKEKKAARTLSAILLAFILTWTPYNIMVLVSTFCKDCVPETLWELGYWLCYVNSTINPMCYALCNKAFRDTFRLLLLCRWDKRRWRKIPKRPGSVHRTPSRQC
# CHRM1 agonist = agonists of human M1 muscarinic receptor. P11229. CHO-K1 hM1, Fluo-8 calcium fluorescence, agonist mode; 0% DMSO, 100% acetylcholine EC100. hit rate 0.33% among 360,000. activation, % at 3 µM;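 active = activation above the run's mean compound activation plus 3 SD, cut at about 16% in these data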;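 also: peak over basal fluorescence ratio within a 140 s kinetic read after compound addition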
# TAAR1 ag = human TAAR1 agonism; CHO RD-HGA16 TAAR1, Fluo-8 calcium fluorescence; vehicle wells 0%, saturating PEA agonist 100%; activation, % at 3 µM; hit rate 0.99% among 360,000; AID 624467;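 active = activation above the mean activation of all test compounds in the run plus 3 SD, cut at about 38% in these data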
#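 Assay system: CHO-derived RD-HGA16 cells with stable Gα16 and human TAAR1; timing: 17-24 h seeding, 75 min 37 °C dye, 30 min RT; read-out: % activation from peak over basal fluorescence ratio, DMSO-to-PEA scaled; measured by: kinetic Fluo-8 calcium fluorescence; benchmarks: low control DMSO, high control PEA (EC100); doses: 3 µM single concentration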
# OXTR potentiator = potentiates the human oxytocin receptor response. hit rate 0.061% among 320,000. P30559. activation, % at 3 µM. CHO-OTR cells, Fluo-8 calcium fluorescence, potentiator mode; 0% = oxytocin EC15, 100% = EC100;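 active = activation above that plate's cutoff, the mean activation of tested compounds plus 3 SD, cut at about 6.6% in these data, passing the limit was not always enough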;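 also: 100% uses oxytocin at 75 nM as the full agonist control; some results filed as inactive read as strong as hits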
# Target sequence (P30559 whole entry, looked up): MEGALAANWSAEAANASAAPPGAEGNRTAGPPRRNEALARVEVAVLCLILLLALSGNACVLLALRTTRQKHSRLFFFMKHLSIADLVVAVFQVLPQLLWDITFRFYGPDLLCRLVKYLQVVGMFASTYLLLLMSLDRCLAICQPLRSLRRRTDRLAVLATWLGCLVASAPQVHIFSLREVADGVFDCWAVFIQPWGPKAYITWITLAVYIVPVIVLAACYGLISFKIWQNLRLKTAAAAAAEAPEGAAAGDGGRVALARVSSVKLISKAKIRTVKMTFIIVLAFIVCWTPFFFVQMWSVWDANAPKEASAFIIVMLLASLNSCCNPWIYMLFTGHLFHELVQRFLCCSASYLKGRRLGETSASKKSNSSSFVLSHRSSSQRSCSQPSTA
#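 Assay system: CHO cell line stably expressing human OTR. Reagent: EC15 oxytocin agonist. Dosing: single dose, 3.0 µM nominal final compound concentration. Timing: compound 6 min at room temperature before oxytocin, 100 s read. Signal: kinetic Fluo-8 calcium fluorescence. Controls: oxytocin EC15 low and EC100 high.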
# CHO parental Ca = signal in parental CHO cells, OX1R antagonist counter-screen. parental CHO-K1, ATP-induced calcium, Fluo-8 fluorescence. inhibition, % at 5.6 µM. hit rate 0.63% among 330,000. AID 463079;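 active = inhibition above that plate's mean sample inhibition plus 3 SD, cut at about 26% in these data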;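 also: 0% = ATP-challenged DMSO wells and 100% = DMSO wells without ATP; some compounds past the cut are filed as inactive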
#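 material = parental CHO cells | also added = ATP as calcium-mobilizing challenge | dosing = single point at 5.6 µM | detection = intracellular calcium via Fluo-8 no-wash fluorescent dye | read-out = % inhibition | benchmarks = low control ATP plus DMSO, high control DMSO only | repeats = one well per compound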
# CHO-K1 Ca antag = counter-screen for M1 antagonists: effect in parental CHO-K1 cells; ATP-induced calcium, Fluo-8 fluorescence; inhibition, % at 3 µM; hit rate 0.6% among 360,000;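 active = inhibition above a per-plate cutoff, the plate's mean sample inhibition plus 3 SD, cut at about 24% in these data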;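 also: 0% = DMSO plus EC80 ATP and 100% = DMSO alone without ATP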
# TAAR1 antagonist = human TAAR1 antagonism | CHO RD-HGA16 TAAR1, Fluo-8 calcium fluorescence, antagonist | hit rate 1.5% among 360,000 | inhibition, % at 3 µM | Q96RJ0 | AID 624466;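 active = inhibition above a per-plate cutoff, the mean inhibition of test compounds on that plate plus 3 SD, cut at about 49% in these data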;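 also: 0% = DMSO plus EC80 beta-PEA response and 100% = DMSO alone without agonist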
#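 test system = CHO RD-HGA16 cells bearing hTAAR1 | replication = singlicate | controls = DMSO-only wells and EC80 β-PEA-stimulated wells | reagent = EC80 β-phenethylamine stimulus | read-out basis = percent inhibition of PEA-evoked calcium signal, max/basal emission ratio | schedule = seeding 17-24 h prior, 75-min 37 °C, 30-min RT dye loading | signal = kinetic Fluo-8 calcium fluorescence measurement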
# An asterisk follows results filed as active; . = not tested or not shown.
SMILES,M1 ag parental,M1 PAM parental,M1 antag,CHRM1 agonist,TAAR1 ag,OXTR potentiator,CHO parental Ca,CHO-K1 Ca antag,TAAR1 antagonist
COCC(=O)N(c1ccc(C(C)C)cc1)C1C=CS(=O)(=O)C1 (configuration not stated),2.5,12,1,-6,3,-5,3,-10,-18
CCc1c(C)nc(N2CCN(c3ccc(Cl)cc3)CC2)[nH]c1=O,3.2,19,-22,2,7,-5,-3,-14,4
Nc1c(C(=O)NCCC2=CCCCC2)sc2ccc(S(=O)(=O)N3CCCCC3)cc12,0.5,12,4,1,18,4,-14,-8,-40
Cc1ccc(SCCOCCN2CCOCC2)cc1,0.3,10,-11,-9,2,-16,5,-4,-9
O=C(Cn1cnc2ccccc2c1=O)Nc1nnc(SCc2ccc(Cl)cc2)s1,0.4,12,-15,-1,1,2,-5,-15,-30
Cc1csc(CNC(=O)C2CCC(=O)N(CCc3cccc(F)c3)C2)n1 (configuration not stated),1.8,12,1,-2,0,-1,-2,7,-26
CCCCC(=O)NNC(=S)NC(=O)CCC,0.1,10,5,-2,8,-4,0,-3,7
Cc1ccc(NC(=S)N/N=C/c2c(Cl)cccc2Cl)c(C)c1,-0.2,12,3,-7,5,-9,-35,-3,-17
CCCn1c(SCC(=O)N2CCN(C(=O)c3ccco3)CC2)nc2ccccc2c1=O,0.3,16,4,-11,4,5,-19,-10,-29
COc1ccc(/C=N/OCC(=O)N2CC3(C)CC2CC(C)(C)C3)cc1OC (configuration not stated),3.9,10,-17,2,11,-4,-29,-31,17
C/C(=N\NC(=O)CC1N=C(Cc2ccccc2)NNC1=O)c1ccc(Cl)cc1Cl (configuration not stated),2.2,12,-8,-2,3,-6,-9,0,-4
Cc1cc2oc(C(=O)Nc3nonc3C)c(C)c2cc1Cl,0.3,2,-4,-3,0,5,-5,-12,-24
COc1ccc(S(=O)(=O)N2CCN(C(=O)Nc3ccccc3OC)CC2)cc1,-0.1,-15,-8,-3,0,-9,-5,2,-18
N/C(COc1cccc(Cl)c1)=N\NS(=O)(=O)c1ccccc1,-0.2,5,-3,0,5,-7,-12,5,3
O=C(Nc1ccc(Br)cc1Br)Nc1cccc2[nH]c([C@@H]3O[C@H](CO)[C@@H](O)[C@H](O)[C@H]3O)nc12,0.2,-2,-8,2,5,.,.,7,14
O=S(=O)(NC1CCCCC1NCc1ccco1)c1ccccc1 (configuration not stated),-0.2,-9,-23,-8,3,-9,-25,0,1
CCOc1ncccc1C(=O)OCC(=O)Nc1ccc2c(c1)OCO2,0.4,16,-2,-7,1,-8,-4,-7,5
COC(=O)C1=C(C(=O)OC)[C@@H]2N(Cc3ccccc3)c3ccccc3[C@@]23C[C@@H](C(=O)OC)N(C(=O)c2cccs2)C3=N1,-0.5,17,-8,-2,2,-12,-24,-17,5
Nc1ccn([C@@H]2O[C@H](C(=O)N[C@H]3c4ccccc4C[C@H]3O)[C@@H](O)[C@H]2O)c(=O)n1,0.6,2,-13,0,1,.,.,-26,1
CCOc1ccc(CNC(=O)CCCn2nc(C)c3c(C)n(-c4ccc(C)cc4)nc3c2=O)cc1,0.1,13,-8,-6,11,-4,-23,-12,-23
COc1ccccc1CNC(=O)c1c(O)c2cc(OC)c(OC)cc2[nH]c1=O,0.0,12,-1,0,2,-6,-11,-12,13
COc1cc(NC(=O)Cc2ccc(S(=O)(=O)N3CCOCC3)s2)c(OC)cc1Cl,4.9,-1,-4,-1,4,-16,-12,-1,-14
CCCCN(C(=O)C1CCCC1)C1CCS(=O)(=O)C1 (configuration not stated),-0.2,5,-16,2,0,.,.,17,-20
Cc1ccc(/C=C2\SC(=S)N(CCC(=O)NNC(=O)c3ccncc3)C2=O)cc1,1.2,-11,-4,2,1,-11,-5,7,9
Cc1cc(C(=O)N(C)CC(=O)Nc2ccc(F)c(F)c2F)no1,2.3,9,-8,-3,1,1,0,-1,-18
Cc1cccc(-c2nc(CC(=O)Nc3cccc(S(=O)(=O)NC4=NCCC4)c3)cs2)c1,0.0,-23,12,-1,9,-5,-20,11,-30
CCOc1ccc(NC(=O)Nc2nnc(CC)s2)cc1,2.2,16,-3,0,9,-7,-13,-3,-7
COc1ccc(C(=O)COC(=O)Cc2c[nH]c3ccccc23)c(OC)c1,1.4,-9,-5,-1,2,-16,-29,-10,0
N#Cc1cc(C(=O)c2cc(Br)ccc2O)cn(C2CC2)c1=O,0.9,14,-2,1,-1,0,-18,-2,5
Cc1ccc(C)c(NC(=O)C(CC(=O)O)C2CCCO2)c1 (configuration not stated),0.8,17,-26,2,3,-11,-3,-4,-7
C=CCc1c(C)nc(N)[nH]c1=O,-0.1,14,-27,1,6,2,-1,-20,-18
CCOc1ncccc1C(=O)OCC(=O)NCCCc1ccccc1,-0.3,0,-8,-4,2,4,-17,-2,4
CCOc1ccc(/C=C(/NC(=O)c2ccccc2)C(=O)NCCC(=O)O)cc1,-0.1,-6,-1,-4,6,-2,-9,3,10
CC(C)(C)c1ccc(C(=O)NNC(=O)c2cccc(-n3cnnn3)c2)cc1,2.0,12,-4,-2,1,-5,-7,-5,-9
CCC/C(=C1/c2ccccc2C(=O)N1c1ccccc1)c1cnc(OC)nc1,0.1,15,0,-2,-1,0,-25,-21,8
CCOc1ccc(S(=O)(=O)N2CCCC(C(=O)NCc3ccncc3)C2)cc1C (configuration not stated),3.3,-3,-4,-6,-1,-10,-20,-16,-7
CC(=O)C(C)Oc1ccc2c3c(c(=O)oc2c1C)CCCC3 (configuration not stated),3.1,1,-5,-3,18,-20,-13,1,5
Cc1cccc[n+]1CC(=O)/C=C1\N(C)c2ccccc2C1(C)C,1.8,9,1,-7,3,-13,1,1,7
CCc1cc2c(COC(=O)c3cccc(S(C)(=O)=O)c3)cc(=O)oc2cc1O,9.7,10,9,-6,10,-12,3,-2,32
Cc1ccc2c(c1)N(CC(=O)N1CCN(c3nc4ccccc4s3)CC1)C(=O)C(C)O2 (configuration not stated),1.6,4,12,-7,4,-3,-21,-28,19
CC(C)c1cc(C(=O)Nc2cccc(Cl)c2)no1,0.6,-12,-4,-5,19,-4,-13,-11,17
O=C(Nc1nn(Cc2ccc(Cl)cc2)cc1Br)c1ccc(COc2ccccc2Cl)o1,0.2,14,0,-3,11,-14,-12,-7,25
CCn1c(CNc2ccc(F)cc2)nnc1SCCN1CCCCC1,0.2,6,14,-3,7,-6,-3,0,-11
Fc1cccc(Cl)c1-c1nnc2ccc(C(F)(F)F)cn12,-0.1,3,-10,2,6,-6,-5,-7,10
CCOc1cccc(Oc2ncccc2C(=O)/C(C#N)=C/N(C)C)c1,4.8,-3,3,-4,11,-2,3,4,2

# One compound at a time (already shown). Values in the order: M1 ag parental, M1 PAM parental, M1 antag, CHRM1 agonist, TAAR1 ag, OXTR potentiator, CHO parental Ca, CHO-K1 Ca antag, TAAR1 antagonist
# CC(=O)C(C)Oc1ccc2c3c(c(=O)oc2c1C)CCCC3 (configuration not stated) reads 3.1, 1, -5, -3, 18, -20, -13, 1, 5
# C=CCc1c(C)nc(N)[nH]c1=O reads -0.1, 14, -27, 1, 6, 2, -1, -20, -18
# CCc1cc2c(COC(=O)c3cccc(S(C)(=O)=O)c3)cc(=O)oc2cc1O reads 9.7, 10, 9, -6, 10, -12, 3, -2, 32
# CCOc1ncccc1C(=O)OCC(=O)NCCCc1ccccc1 reads -0.3, 0, -8, -4, 2, 4, -17, -2, 4

# Additional entries follow:
SMILES,M1 ag parental,M1 PAM parental,M1 antag,CHRM1 agonist,TAAR1 ag,OXTR potentiator,CHO parental Ca,CHO-K1 Ca antag,TAAR1 antagonist
COc1ccc2oc(C(=O)OCC(=O)N3CCCCC3C)c(C)c2c1 (configuration not stated),1.7,-2,1,-4,3,-1,-18,-13,-6
Cc1ccccc1C(=O)c1cccn1CC(=O)NCc1cccc(Cl)c1,-1.0,-26,3,-6,-2,0,0,17,-6
O=C(O)CC(c1cccc2ccccc12)N1Cc2ccccc2C1=O (configuration not stated),0.2,18,-3,-9,6,0,-2,6,-2
COCCNC(=O)C(c1cccs1)N(C(=O)Cn1nnc2ccccc21)c1cccc(C(C)=O)c1 (configuration not stated),0.3,16,-6,-4,20,3,-16,-4,-8
O=C(O)C1C2C=CC(C2)C1C(=O)NCc1ccoc1 (configuration not stated),4.7,11,8,-4,3,-4,-6,0,8
COc1cc2c(cc1OC)C(C)N(S(=O)(=O)c1cnc(Cl)c(Cl)c1)CC2 (configuration not stated),2.3,10,-1,-10,.,-6,-15,-8,.
COc1cccc(NC(=O)c2oc3ccccc3c2NC(=O)c2ccc3c(c2)OCO3)c1,-0.2,-11,8,-3,4,-8,-1,4,27
COCC1CCCN(C(=O)c2ccc3oc(CCCc4ccccc4)nc3c2)C1 (configuration not stated),4.8,-2,-12,0,3,-3,-17,-1,-15
CN1CCN(S(=O)(=O)c2ccc(-c3ccccc3)cc2)CC1,-0.1,1,-10,-5,9,1,-3,-16,9
COc1ccc(CCC(=O)NCc2ccccc2Cl)cc1OC,1.8,-3,-11,-4,2,-15,-12,-10,2
CC(=O)c1cccc(NC(=S)NC(=O)CC(C)C)c1,0.6,22,-4,-2,3,-3,-12,-18,9
CC1=CC(C)(C)N(S(=O)(=O)c2ccc(F)cc2)c2ccccc21,0.3,20,8,-7,4,1,-17,-14,-10
C/C(=N/NC(=O)CN1CCN(S(=O)(=O)c2ccc(Br)cc2)CC1)c1cccnc1,0.3,3,-7,-5,1,-6,-22,5,0
OC(COc1ccccc1)CN1CCN(Cc2ccc3c(c2)OCO3)CC1 (configuration not stated),-0.1,18,6,-10,5,3,-10,2,16
COc1ccc(C(=O)Nc2nnc(SCC(=O)Nc3ccc(NC(C)=O)cc3)s2)c(OC)c1,0.7,9,12,0,3,-5,1,-13,-25
O=C1CC(c2ccccc2)CC(O)=C1C=NCCCO (configuration not stated),0.0,12,-6,-3,6,1,-17,-10,-11
O=C(NCSc1ccnc(SCNC(=O)c2ccc(F)cc2)n1)c1ccc(F)cc1,0.3,11,0,0,2,-5,-12,0,3
CSc1ccc(CN(C)C(=O)c2cc(=O)[nH]c3ccccc23)cc1,7.1,4,-4,-1,6,-6,-5,-11,18

# Rows were taken by chance (roughly 4.2% active in at least one column).
